Compound activity as filed in PubChem.
TRHR agonist: activates the human TRH receptor; TRHR cells, calcium flux fluo-8, FDSS agonist mode; activation, % at 2 µM; actives 0.18% (n = 360,000); AID 493084; in the data active = activation above about 30%; also: 0% is about no effect
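Agonist-mode FDSS calcium read (Ex 480/Em 530, 1 s cycles) in 1536-well TRHR cells with fluo-8 dye, after 10-cycle baseline and 23 nL compound addition; TRH at EC20 (10 nM final) added afterwards for the enhancer phase.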
APE1 inh: APE1 (human) endonuclease inhibition | P27695 | recombinant APE1, TAMRA/BHQ-2 abasic DNA cleavage fluorescence | Potency, µM (top dose mostly 65.8 µM), without a hit: at the top dose activity change, negative = inhibition, actives largely listed as inhibitors | actives 0.35% (n = 350,000);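 also: potency is read from the fitted curve at half-maximal effect; plate controls were vehicle for no effect and reference inhibitor for full effect; nearly all actives have a fitted effect of over 55% in size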
Target sequence (P27695 whole entry, looked up): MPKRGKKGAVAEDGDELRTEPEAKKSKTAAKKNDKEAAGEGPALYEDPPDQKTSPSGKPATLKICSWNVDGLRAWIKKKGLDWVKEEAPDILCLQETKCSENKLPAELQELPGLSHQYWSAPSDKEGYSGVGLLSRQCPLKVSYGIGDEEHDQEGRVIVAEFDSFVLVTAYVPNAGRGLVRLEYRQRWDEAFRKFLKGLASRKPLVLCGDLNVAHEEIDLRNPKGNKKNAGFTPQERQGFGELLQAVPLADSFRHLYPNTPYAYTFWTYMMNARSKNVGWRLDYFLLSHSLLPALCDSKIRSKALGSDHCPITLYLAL
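Activity was derived from the fluorescence gain between first and third kinetic reads (60 s intervals, ex 525/em 598 nm) after 50 nM THF-abasic TAMRA/BHQ-2 duplex was added to 0.75 nM APE1 preincubated 15 min with compound.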
Pol kappa inh: blocks human DNA polymerase kappa activity; Q9UBT6; purified Pol kappa, fluorescent DNA synthesis assay, 10 min; Potency, µM (series often up to 107 µM), inactives show at the highest dose activity, negative = inhibition, most hits filed as inhibitors; actives 0.53% (n = 400,000); also: potency is read from the fitted curve at half-maximal effect; % is scaled to controls: 0 for no effect and ±100 for the full control effect
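Fluorescent qHTS in 1536-well format: enzyme (10 nM) and compound sat 15 min at room temperature before 50 nM substrate (final) was added. Signal taken at 0 and 10 min; no-enzyme buffer wells were negative controls.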
Anesthetic bind: binds horse apoferritin like a general anesthetic; apoferritin/1-aminoanthracene competitive binding, fluorescence; actives 0.074% (n = 350,000); Potency, µM (doses to about 77.5 µM), for inactives: top-dose activity change, negative = displacement, usual class: inhibitors; AID 485281; also: potency is read from the fitted curve at half-maximal effect; % is scaled to controls: 0 for no effect and ±100 for the full control effect; nearly all actives have a fitted effect of over 20% in size
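Horse-spleen apoferritin (10 uM) in 50% saturated 1-aminoanthracene in PBS was incubated 10 min at room temperature with compound. Fluorescence (ex 380, em 535 nm) was normalized to free and bound 1-AMA, with concentration-response fitted by a four-parameter Hill equation.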
ERG Ets-DNA blk: blocks human ERG Ets domain binding to DNA. actives 0.028% (n = 370,000). AID 624246. fluorescence polarization, His-ERG Ets domain / labelled DNA. Potency, µM (doses to about 76.9 µM), for the others: at the highest dose FP activity, negative = inhibition, actives largely listed as inhibitors; active = well fitted inhibition curve with a large enough effect in the polarisation, with a control signal flat; inconclusive = small, poorly fitted or top-dose-only effect, or effect the other way, or a change in a side signal; inactive = no such curve, though single readings can be large or run the other way; the % refers to the polarisation;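 also: polarization taken with two DNA probes labelled with fluorescein and Texas red; potency is read from the fitted curve at half-maximal effect; % of control where 0% means no effect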
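His-tagged ERG Ets domain (1 uM in the protein solution; 300mM KCl, 50mM Tris-HCl, 1mM EDTA, 1mM DTT, pH 7.5) received compound, then a probe mix of 5 nM fluorescein-DNA and 100nM Texas-615-DNA. Fluorescence polarization was read for both dyes.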
12-LOX inh: blocks human arachidonate 12S-lipoxygenase; P18054; purified 12hLO, xylenol orange hydroperoxide absorbance; Potency, µM (series often up to 108 µM), for inactives: at the highest dose activity change, negative = inhibition, usual class: inhibitors; actives 1.1% (n = 580,000); AID 1671190; also: potency is read from the fitted curve at half-maximal effect; % is scaled to controls: 0 for no effect and ±100 for the full control effect
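Purified human 12hLO (150 nM final) in 25 mM Hepes, 0.01% Triton X-100, pH 7.0 was preincubated 15 min at room temperature with compound. Then 40 uM arachidonic acid was added, 30 min. Hydroperoxide was read by Fe-XO absorbance ratio 573/405 nm.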
POLI inh: DNA polymerase iota (human) inhibition; Q9UNA4; actives 1% (n = 390,000); AID 588590; Potency, µM (highest dose often 115 µM), for inactives: at the highest dose activity, negative = inhibition, hits mostly inhibitors; Pol iota fluorescent replication assay, 10 min; also: potency is read from the fitted curve at half-maximal effect
Target sequence (Q9UNA4 whole entry, looked up): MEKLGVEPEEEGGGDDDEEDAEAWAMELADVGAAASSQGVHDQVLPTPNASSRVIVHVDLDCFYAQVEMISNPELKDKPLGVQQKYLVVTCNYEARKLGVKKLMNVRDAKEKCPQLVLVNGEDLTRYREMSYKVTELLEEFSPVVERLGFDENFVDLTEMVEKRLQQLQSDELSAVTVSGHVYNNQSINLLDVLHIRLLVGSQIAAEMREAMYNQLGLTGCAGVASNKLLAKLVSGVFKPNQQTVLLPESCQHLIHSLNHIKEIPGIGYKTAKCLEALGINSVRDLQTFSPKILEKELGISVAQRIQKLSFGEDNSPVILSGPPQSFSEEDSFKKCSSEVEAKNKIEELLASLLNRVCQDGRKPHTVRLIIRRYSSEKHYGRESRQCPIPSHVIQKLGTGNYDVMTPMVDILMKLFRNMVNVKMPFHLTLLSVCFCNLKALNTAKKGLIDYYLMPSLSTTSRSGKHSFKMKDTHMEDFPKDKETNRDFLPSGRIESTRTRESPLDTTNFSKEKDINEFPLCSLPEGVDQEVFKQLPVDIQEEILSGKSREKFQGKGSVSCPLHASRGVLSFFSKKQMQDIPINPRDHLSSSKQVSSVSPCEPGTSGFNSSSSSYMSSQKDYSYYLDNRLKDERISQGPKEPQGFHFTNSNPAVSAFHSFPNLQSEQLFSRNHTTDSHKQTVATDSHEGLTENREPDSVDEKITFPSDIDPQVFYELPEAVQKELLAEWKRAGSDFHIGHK
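Pol iota at 10 nM preincubated 15 min with compounds at room temperature; reaction started with fluorescent substrate, 50 nM final. Fluorescence read kinetically at 0 and 10 min; buffer-only wells as negative control.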
POLB inh: inhibitors of human DNA polymerase beta. actives 1.3% (n = 340,000). Potency, µM (top dose mostly 114 µM), without a hit: top-dose activity change, negative = inhibition, most hits filed as inhibitors. Pol beta primer extension/strand displacement, fluorescence kinetic; also: potency is read from the fitted curve at half-maximal effect; % is scaled to controls: 0 for no effect and ±100 for the full control effect
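Enzyme-only controls used 10 nM Pol beta; buffer lacking enzyme served as negative control. Compound preincubated 15 min, then 50 nM substrate added; 0 and 10 min reads at room temperature.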
BLM inh: Bloom syndrome helicase (human) inhibition | P54132 | recombinant BLM DNA unwinding, fluorescence dequenching | Potency, µM (top dose mostly 56.1 µM), inactives show top-dose activity change, negative = inhibition, hits mostly inhibitors | actives 0.2% (n = 350,000);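 also: potency is read from the fitted curve at half-maximal effect; plate controls were vehicle for no effect and no enzyme for full effect; nearly all actives have a fitted effect of over 35% in size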
* hit, by the source's call; i = inactive; ? = inconclusive; · = no result given; & = joins results of further samples; [ ] = another dose, or the depositor's remark. Unless noted, calls follow the shape of the dose curve; as a rule, active = well fitted curve in the direction sought with a large enough effect; inconclusive = small, poorly fitted or top-dose-only effect, or another doubt; inactive = no such curve, though single readings can be large; an effect the other way counts as inactive or inconclusive. Only part of the results is shown; the hit share may differ from the screen's.

SMILES	TRHR agonist	APE1 inh	Pol kappa inh	Anesthetic bind	ERG Ets-DNA blk	12-LOX inh	POLI inh	POLB inh	BLM inh
c1cc2c(cc1CN1CCN(C3CCCCCC3)CC1)OCO2	0.2	10%	4%	-14%	9%	?	10%	25%	-2%
COc1ccc(/C=C/C(=O)Nc2ccccc2Cl)cc1S(=O)(=O)N1CCOCC1	-0.4	1%	9%	-18%	2%	1%	26%	2%	-5%
O=C(Nc1ccc2oc(-c3cccnc3)nc2c1)c1ccc(-c2cccc(OC(F)(F)F)c2)o1	0.7	·	-3%	-21%	-23%	-13%	40%[activator]	?	0%
O=C(O)[C@H](CO)Nc1ncnc2sc3c(c12)CCC3	-0.4	-5%	-19%	-8%	2%	-3%	10%	3%	-5%
COc1cc(-c2ccc3c(=O)c4ccccc4n(C)c3c2)cc(OC)c1OC	-2.1	-22%	-9%	-17%	0%	-6%	-13%	7%	0%
COc1cccc(-n2cnc3sc4c(c3c2=O)CCC4)c1	-1.4	12%	-6%	?	16%	66%&2%	160%[activator]	48%[activator]	-4%
COc1cc(NC(=O)CCN2CCN(c3ccccc3)CC2)cc(OC)c1	0.1	·	4%	-5%	1%	·	1%	-8%	-7%
CN(CC(=O)Nc1nc2ccc(F)cc2s1)S(=O)(=O)c1ccc(Cl)cc1	3.6	14%	-14%	-10%	·	-29%	5%	-1%	-7%
Cc1ccc(N/C=C/C(=O)c2cccs2)cc1	0.3	1%	-17%	-22%	-9%	-2%	6%	16%	-2%
CC(C)CN(CC(C)C)c1nnc(NC(=O)Nc2cccc(C(F)(F)F)c2)s1	-0.5	·	0%	?	-1%	-8%	10%	-17%	-3%
CN(C)S(=O)(=O)c1cccc(COC(=O)c2ccc3c(c2)OCO3)c1	0.2	-1%	-25%	-17%	4%	-10%	18%	-11%	0%
Cc1ccc(C)c(SCC(=O)NC(=O)Nc2ccc3c(c2)OCCO3)c1	-0.9	0%	-18%	-7%	0%	-4%	14%	1%	-3%
C=CCn1cnc2c(nnn2Cc2ccc(F)cc2)c1=O	0.2	-2%	9%	-8%	8%	0%	16%	-11%	-2%
Cc1ccc(NC(=O)c2ccc(NS(=O)(=O)c3c(C)noc3C)cc2)cc1C	-0.2	-1%	-1%	1%	9%	0%	54%[activator]	20%	-4%
CCc1ccc(-c2nn(-c3ccc(OC)cc3)c3c2cnc2ccc(OC)cc23)cc1	1.0	·	6%	-15%	4%	-24%	1%	-13%	-1%
CCOc1cc(N2CCOCC2)c(OCC)cc1NC(=O)CN1CCSC1=O	0.0	-1%	-10%	·	10%	-4%	-27%	·	·
Cc1ccc(NC(=O)CN(C)C2CCCCC2)cc1Cl	-2.2	9%	8%	?	-1%	?	20%	?	5%
COCC(N)(c1ccccc1)c1nc2ccccc2n1C (stereo not drawn)	-0.9	-2%	-12%	-8%	0%	?	-1%	-3%	3%
O=C(CCCCC(=O)NCc1cccs1)NCc1cccs1	0.9	6%	0%	4%	-5%	1%	18%	-15%	-3%
CCN(CC)S(=O)(=O)c1cccc(C(=O)N[C@H](C(=O)NC2=NCCS2)C(C)C)c1	·	11%	4%	·	-6%	9%	21%	·	·
N#C/C(=C\c1ccc(-c2ccccc2Cl)o1)C(=O)Nc1nc2ccccc2s1	2.1	-4%	-16%	-2%	2%	1%	6%	-4%	-19%
COc1cc(NC(=O)c2ccc(Cl)cc2Cl)ccc1-c1cc2ccccc2oc1=O	1.3	?	2%	-3%	-3%	-29%	4%	11%	-2%
COc1ccccc1Nc1ncc(C(=O)N2CCC(C(N)=O)CC2)c2ccccc12	0.1	14%	-17%	8%	2%	0%	43%	-15%	-11%
Cc1ccc(S(=O)(=O)Nc2nc3ccccc3nc2NCC2CCCO2)cc1 (stereo not drawn)	0.2	-4%	-3%	-6%	1%	?	33%[activator]	15%	1%
Cc1ccc(C)c(CN2C(=O)c3ccccc3S(=O)(=O)c3ccc(C(=O)N(C)C4CCCCC4)cc32)c1	0.3	·	-14%	?	1%	0%	-15%	-29%	-9%
COc1ccc(/C(C)=N/NC(=O)CNC(=O)c2ccncc2)cc1	-0.2	54%[activator]	-9%	-9%	-2%	0%	149%[activator]	2%	-2%
CNS(=O)(=O)c1ccc(NC(=O)c2cc(-c3ccncc3)nc3ccc(Cl)cc23)cc1	1.2	22%	-3%	-2%	-16%	4%	22%	-2%	-9%
Cc1ccc(S(=O)(=O)Nn2cnnc2)cc1	0.9	2%	3%	29%	0%	1%	33%[activator]	3%	1%
O=C(NCc1ccc2c(c1)OCO2)C(=O)NC1CCCCC1	-0.3	-4%	2%	?	-4%	?	-9%	-6%	1%
Cc1nn2c(NCCOCCO)c3c(nc2c1-c1ccccc1)CCC3	0.7	?	-7%	-4%	-21%	i	150%[activator]	0%	-6%
O=C(c1ccc2c(=O)n(-c3ccccc3)c(=S)[nH]c2c1)N1CCCCC1	0.4	-5%	3%	-10%	4%	4%	169%[activator]	-26%	-6%
CC1CCN(c2nc(-c3cccnc3)nc3scc(-c4ccccc4)c23)CC1	-0.4	3%	1%	-8%	-11%	-4%	-5%	17%	-2%
COc1ccc(-n2nc(C(=O)N(C)c3cc(Cl)ccc3OC)c3c4ccccc4n(C)c3c2=O)cc1	-0.4	·	0%	-16%	2%	-25%	35%[activator]	3%	-5%
COc1ccc(CNC(=O)C(CCSC)NC(=O)c2ccco2)cc1 (stereo not drawn)	-0.9	-5%	-2%	?	-2%	2%	-4%	?	-1%
COc1cccc(OCC(O)CNC(C)c2ccccc2)c1 (stereo not drawn)	0.8	14%	-8%	-10%	-3%	-2%	-7%	-7%	-5%
Cc1noc(C)c1CCC(=O)N1CCCC(N2CCN(c3ccc(F)cc3)CC2)C1 (stereo not drawn)	-0.4	-14%	-4%	-8%	-4%	-1%	15%	8%	2%
CN(C)c1ccc(C(CNS(=O)(=O)c2ccc(F)cc2F)N2CCOCC2)cc1 (stereo not drawn)	0.3	·	-10%[60.1 µM]	-1%	-3%	?	-2%	-13%	0%
O=C(NCc1ccco1)C1CC(c2ccccc2C(F)(F)F)=NO1 (stereo not drawn)	-0.5	-1%	-14%	-5%	12%	-12%	?	-29%	-1%
COc1ccccc1N1C(=O)c2cccc3c(N(C)CCO)ccc(c23)C1=O	61*	24%	7%	-1%	-28%	28%	6%	35%	-7%
COc1cc(OC)cc(C(=O)NCCc2ccc(OC)c(OC)c2)c1	·	·	-2%	·	-17%	0%	-5%	·	·
COCCn1c(SCC(=O)Nc2ccc3c(c2)OCCO3)nnc1-c1c[nH]c2ccccc12	-0.7	-2%	-4%	-24%	3%	8%	18%	3%	-2%
Cc1cc(C(=O)Nc2ccccc2)c2ccccc2n1	0.1	10%	-5%	-4%	-4%	?	36%[activator]	29%	-3%
C=CCNc1nc(C(=O)OCC)nc2ccccc12	0.0	-6%	5%	3%	2%	-13%	-15%	4%	-1%
O=C(CCCCn1c(=S)[nH]c2ccsc2c1=O)NCc1ccco1	-0.2	-11%	-9%	-10%	1%	-14%	?	15%	0%
COc1cc(C2NCC(c3ccc(Cl)cc3Cl)c3c2[nH]c2ccccc32)cc(OC)c1OC (stereo not drawn)	0.2	-5%	-5%	-9%	15%	28µM*	148%[activator]	23%	-14%
COc1cc(C(=O)NC(=S)NNC(=O)c2cnccn2)cc(OC)c1OC	-0.7	1%	2%	-10%	-16%	?	15%	21%	3%
S=C(Nc1ccccc1)N1N=CCC1c1ccccc1 (stereo not drawn)	0.0	0%	-14%	-23%	0%	11%	5%	10%	-1%
COc1cccc(-c2nc(SCC(=O)Nc3nc(-c4ccccc4)c(C)s3)[nH]c(=O)c2C#N)c1	0.0	18%	-9%	-15%	3%	14µM*	?	?	-6%

Compound profiles, as listed above:
`Cc1ccc(S(=O)(=O)Nc2nc3ccccc3nc2NCC2CCCO2)cc1` (stereo not drawn) is listed as TRHR agonist = 0.2; APE1 inh = -4%; Pol kappa inh = -3%; Anesthetic bind = -6%; ERG Ets-DNA blk = 1%; 12-LOX inh = ?; POLI inh = 33%[activator]; POLB inh = 15%; BLM inh = 1%
`COc1cc(NC(=O)CCN2CCN(c3ccccc3)CC2)cc(OC)c1` is listed as TRHR agonist = 0.1; APE1 inh = ·; Pol kappa inh = 4%; Anesthetic bind = -5%; ERG Ets-DNA blk = 1%; 12-LOX inh = ·; POLI inh = 1%; POLB inh = -8%; BLM inh = -7%

Next part
SMILES	TRHR agonist	APE1 inh	Pol kappa inh	Anesthetic bind	ERG Ets-DNA blk	12-LOX inh	POLI inh	POLB inh	BLM inh
COc1cc(OC)c(NC(=O)C2CC(=O)N(c3ccc4c(c3)OCCO4)C2)cc1Cl (stereo not drawn)	-0.7	22%	-19%	·	-5%	-18%	16%	·	·
Cc1nc2cccnc2nc1C	0.4	1%	7%	-4%	-13%	2%	2%	12%	-4%
COc1cccc(C2Nc3ccccc3NC3=C2C(=O)CC(C)(C)C3)c1 (stereo not drawn)	0.3	1%	0%	-14%	10%	214%[activator]	29%	25%	0%
Cc1cc(NC(=O)CSc2ccnc(=O)[nH]2)no1	-0.2	45%	-11%	·	-3%	-2%	23%	·	·
CCC1(C)NC(=O)N(CC(=O)Nc2sc3c(c2C(N)=O)CCC3)C1=O (stereo not drawn)	-0.2	?	?	-7%	-2%	0%	?	20µM*	-22%
O=C(O)c1cc2nc3c(c(C(F)(F)F)n2n1)CCCC3	0.5	1%	-8%	-5%	8%	?	86%[activator]	-2%	-5%
Cc1occc1C(=O)NNC(=O)Nc1ccc([N+](=O)[O-])cc1	-0.1	-3%	-5%	?	1%	-2%	-7%	2%	-5%
